Tat transport = E. coli Tat transport inhibition; E. coli MC4100 TorA-mCherry Tat export, fluorescence; inhibition, % at 10 µM; 340,000 compounds, 0.036% hits; AID 488895;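 active = mean replicate inhibition at least 50% and at least half of replicates individually reaching 50%; inconclusive = only one of the two criteria met; inactive = neither criterion met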;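 also: exported cargo escapes ClpAP degradation while cytoplasmic cargo is degraded and loses fluorescence; 0% = median of neutral control wells and 100% = median of NaSCN control wells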
PvdQ acylase = blocks Pseudomonas aeruginosa PvdQ acylase activity. AID 488965. purified PvdQ acylase, fluorescence plate reader. inhibition, % at 10 µM. 340,000 compounds, 0.063% hits; in the data active = inhibition above about 30%, passing the limit was not always enough; inconclusive = no clear call, values can overlap the other calls;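 also: 0% = vehicle neutral wells and 100% = reference inhibitor wells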
phage Ecoli inh = E. coli growth loss with phage present; growth absorbance; inhibition, % at 11.9 µM; 360,000 compounds, 0.26% hits; in the data active = inhibition above about 11%
AddAB inh = less growth of phage-infected E. coli with AddAB; E. coli expressing H. pylori AddAB, absorbance growth; 330,000 compounds, 0.29% hits; inhibition, % at 11.9 µM; AID 435030; in the data active = inhibition above about 12%;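 also: 0% = vehicle wells of infected cells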
E coli growth = reduces bacterial viability in AddAB counter-screen. E. coli V3065 growth, OD600 absorbance, 18 h. inhibition, % at 11.9 µM. 330,000 compounds, 0.27% hits. AID 449728;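 active = inhibition above the campaign's mean inhibition across all tested compounds plus 3 SD, cut at about 9.9% in these data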;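 also: uninfected addAB+ strain grown without phage in ampicillin broth; 0% = DMSO wells and 100% = ciprofloxacin 0.95 µg/ml wells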
Wnt act = activates Wnt/beta-catenin signaling in a reporter cell assay; activation, % at 9.35 µM; AID 743398; activator, plate reader; 300,000 compounds, 1.2% hits; in the data active = activation above about 30%, passing the limit was not always enough; inconclusive = no clear call, values can overlap the other calls;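 also: 0% = neutral control wells and 100% = positive control wells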
Rtt109 Vps75 = blocks Candida albicans Rtt109/Vps75 acetyltransferase activity; 330,000 compounds, 0.16% hits; purified Rtt109/Vps75, ThioGlo CoA-SH fluorescence, 4 h; Q5AAJ8; inhibition, % at 34.9 µM;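 active = inhibition of at least 50% in every replicate; inconclusive = best replicate reaches 50% inhibition but some replicates fall short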
Target sequence (Q5AAJ8 whole entry, looked up): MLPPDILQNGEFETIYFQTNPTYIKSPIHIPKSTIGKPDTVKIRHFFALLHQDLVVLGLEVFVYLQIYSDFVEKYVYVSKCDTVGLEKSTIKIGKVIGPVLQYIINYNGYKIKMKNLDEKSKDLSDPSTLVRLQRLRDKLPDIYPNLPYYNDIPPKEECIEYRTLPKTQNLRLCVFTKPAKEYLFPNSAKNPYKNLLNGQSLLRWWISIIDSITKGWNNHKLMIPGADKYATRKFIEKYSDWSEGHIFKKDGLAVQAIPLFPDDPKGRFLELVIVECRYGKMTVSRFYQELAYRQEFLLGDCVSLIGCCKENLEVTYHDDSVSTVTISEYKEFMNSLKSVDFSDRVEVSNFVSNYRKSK
PfHsp90 set2 = reduces growth (ATP signal) of yeast expressing P. falciparum Hsp90 | inhibition, % at 9.4 µM | S. cerevisiae expressing PfHsp90, BacTiter-Glo ATP, 48 h; yeast lacking PDR1 and PDR3 efflux regulators | 310,000 compounds, 0.32% hits;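 active = every replicate shows inhibition above about 80%, whatever the replicate mean, limit read from the data; inconclusive = mean inhibition reaches the set limit but some replicate falls short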;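 also: 0% = DMSO neutral controls and 100% = 20 µM radicicol positive controls; yeast relying on Plasmodium falciparum Hsp90 in place of its own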
CAL PDZ inh = human CAL PDZ-peptide interaction inhibition. Q9HD26. purified CAL PDZ, TMR-peptide fluorescence polarization, 1 h. inhibition, % at 20 µM. 330,000 compounds, 0.02% hits. AID 504414;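 active = highest replicate inhibition of at least 40%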;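 also: plate controls were DMSO neutral control wells for no effect and unlabeled competitor peptide control wells for full effect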
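Material: tagged CAL PDZ protein CerCALP, purified; buffer or medium: sodium phosphate/NaCl buffer pH 7.4 with TCEP, IgG, Thesit; also added: fluorescent TMR peptide probe; schedule: 1 h incubation at room temperature before polarization reading; technique: fluorescence polarization from S- and P-plane intensities, G-factor corrected; control set: unlabelled peptide and DMSO controls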
DAGLB inh = diacylglycerol lipase beta (human) inhibition | Q8NCG7 | HEK293T DAGLB membrane lysate, EnzChek fluorogenic substrate | inhibition, % at 5.17 µM | 340,000 compounds, 0.059% hits; in the data active = inhibition above about 34%;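 also: 0% = enzyme with vehicle and 100% = wells lacking enzyme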
Target sequence (Q8NCG7 whole entry, looked up): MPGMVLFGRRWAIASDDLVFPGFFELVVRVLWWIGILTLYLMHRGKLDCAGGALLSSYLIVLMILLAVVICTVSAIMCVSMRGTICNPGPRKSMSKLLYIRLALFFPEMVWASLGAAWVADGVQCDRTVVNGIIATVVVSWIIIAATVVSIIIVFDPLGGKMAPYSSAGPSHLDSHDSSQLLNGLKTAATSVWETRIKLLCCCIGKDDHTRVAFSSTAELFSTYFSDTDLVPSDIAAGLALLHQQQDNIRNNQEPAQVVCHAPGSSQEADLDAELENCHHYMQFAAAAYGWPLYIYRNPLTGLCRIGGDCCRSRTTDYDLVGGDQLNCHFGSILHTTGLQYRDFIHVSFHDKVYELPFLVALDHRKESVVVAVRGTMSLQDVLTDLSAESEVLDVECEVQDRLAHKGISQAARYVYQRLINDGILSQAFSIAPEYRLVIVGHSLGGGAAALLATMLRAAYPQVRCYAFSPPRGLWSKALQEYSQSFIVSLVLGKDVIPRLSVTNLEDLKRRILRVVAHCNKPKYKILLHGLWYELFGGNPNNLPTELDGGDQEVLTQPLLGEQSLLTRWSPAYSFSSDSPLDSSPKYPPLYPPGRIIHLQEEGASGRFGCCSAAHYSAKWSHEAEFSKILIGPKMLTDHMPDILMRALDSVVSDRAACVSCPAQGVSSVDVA
An asterisk follows results filed as active; ? = inconclusive; / = no result given. Not a hit list; 1.9% or so of the library scored in one or more.

1) Nc1ccc[n+](CC(=O)c2ccccc2)c1
2) Cc1ccc(C)c(C(=O)Nc2ccncc2)c1
3) COc1cc(OC)c(C(=O)O/N=C(\N)c2ccc(C)cc2)cc1OC
4) CCNC(=O)NC(=O)CSc1nnc(-c2c[nH]c3ccccc23)o1
5) COc1ccc(/C=N/OC/C(O)=C(\C#N)c2nc3ccccc3[nH]2)cc1
6) COc1ccnc(N=CNOCc2ccc(Cl)cc2)c1C#N
7) CC(=O)c1ccccc1OCCCN1CCCCC1
8) CCc1ccc(OCC(=O)NC(NC(=S)Nc2ccc(Cl)cc2)C(Cl)(Cl)Cl)cc1 (stereo unspecified)
Assay by compound	1	2	3	4	5	6	7	8
PfHsp90 set2	-15	-9	-14	9	-22	-10	-22	-7
CAL PDZ inh	-1.5	-0.7	-1.6	-3.8	0.2	-2.3	-0.9	0.3
PvdQ acylase	5	-5	-10	0	-8	-6	-12	-9
E coli growth	-0.5	0.6	-2.5	-1.3	1.8	1.3	0.6	-0.5
AddAB inh	6.7	-0.2	-1.0	3.0	2.4	1.6	2.4	2.0
phage Ecoli inh	-0.1	2.2	-1.4	1.9	-1.4	1.2	0.9	4.7
Wnt act	-2	0	0	-1	/	4	/	3
Rtt109 Vps75	4	-4	1	51*	-3	-6	3	-6
DAGLB inh	-1	1	-2	-1	3	-6	-1	-3
Tat transport	5	-2	-5	-5	-7	3	2	-6

9) Cc1cc2ccccc2n1CCNC(=O)c1ccc(Br)o1
10) Cc1ccc(CNC(=O)CNC(=O)c2ccc(Br)o2)cc1
11) O=C(CSc1ncccc1C(=O)O)c1ccccc1F
12) O=c1oc2ccccc2nc1/C=C(\O)c1ccc(Br)cc1
13) Cc1cc(=O)oc2cc(OCC(=O)NCc3cccnc3)ccc12
14) Cc1ccc(NC(=O)OCC(F)(F)C(F)F)cc1NC(=O)OCC(F)(F)C(F)F
15) COC(=O)[C@H](CCSC)NC(=O)[C@@H](Cc1cnc[nH]1)NC(=O)OCc1ccccc1
16) CCOc1ccc2nc(NC(NC(=O)CC)(C(=O)OC)C(F)(F)F)sc2c1 (stereo unspecified)
Assay by compound	9	10	11	12	13	14	15	16
PfHsp90 set2	17	20	14	17	/	/	-5	/
CAL PDZ inh	0.7	-3.1	0.2	0.3	0.0	-1.0	0.2	/
PvdQ acylase	-8	-16	-3	7	1	-14	-12	-14
E coli growth	-2.1	0.0	-2.8	-3.8	0.6	-2.5	-1.0	-2.6
AddAB inh	-1.1	-0.9	-1.4	0.9	1.5	-2.0	-2.7	-1.4
phage Ecoli inh	4.0	0.7	3.6	/	0.5	3.3	0.4	5.1
Wnt act	5	-1	-1	/	0	/	-3	/
Rtt109 Vps75	-5	0	-1	19	11	14	1	20
DAGLB inh	7	3	-2	9	0	-3	3	1
Tat transport	-2	31	-2	-5	-2	-9	-10	5

17) C=CCOc1cccc(CNn2nnnc2N)c1
18) CCOC(=O)c1cc2c(=O)n3ccccc3nc2n(CCCOC)c1=NC(=O)C(C)(C)C
19) Cc1cccc(NC(=S)NC(=O)c2ccco2)n1
20) O=C1c2cccc3cccc(c23)C(=O)C1(O)O
21) Nn1cnnc1N/N=C/c1cccc(Cl)c1Cl
22) Cc1cccc(-c2nc(NCCCN3CCOCC3)c3ccccc3n2)c1
23) CCN(CC)C(=O)COC(=O)c1cc(-c2ccco2)nc2ccccc12
24) Cc1c(C(=O)O/N=C(\N)c2ccccn2)cccc1[N+](=O)[O-]
Assay by compound	17	18	19	20	21	22	23	24
PfHsp90 set2	-1	14	18	-15	11	9	/	-22
CAL PDZ inh	-1.1	-1.1	-0.4	0.1	0.6	-3.6	-1.9	-0.5
PvdQ acylase	2	-103	-4	-19	-21	4	-19	-13
E coli growth	3.5	-0.1	0.5	-2.0	/	-2.1	/	3.2
AddAB inh	2.1	2.0	3.4	1.6	/	1.6	/	-1.8
phage Ecoli inh	4.5	1.4	5.0	2.9	-0.4	1.1	2.5	3.2
Wnt act	-5	0	?	9	12	0	-3	-1
Rtt109 Vps75	/	9	5	-5	-2	18	-82	-2
DAGLB inh	-2	0	0	5	-2	-2	1	0
Tat transport	-10	1	-1	-22	2	-4	15	-1

25) COC(=O)CCc1ccc(OCC(O)CNC(C)C)cc1 (stereo unspecified)
26) Cc1nn(Cc2ccc(Cl)cc2Cl)c(C)c1NC(=O)Cn1nc([N+](=O)[O-])c(Cl)c1C
27) CC[N+]1(C)CC2CCC(C)(C1)C2(C)C (stereo unspecified)
28) COc1ccc(NS(=O)(=O)c2ccc(C)c(C(=O)N(C)CCc3ccc(OC)c(OC)c3)c2)cc1
29) CCc1ccc(NC(=O)Cn2c(=O)n(CCC(=O)NC3CCN(Cc4ccccc4)CC3)c(=O)c3ccccc32)cc1
30) CCOc1ccc(-c2nnn(CC(=O)N3CCCC(C)C3)n2)cc1 (stereo unspecified)
31) N#Cc1cn(CC(=O)N2CCCc3ccccc32)c2ccccc12
32) COc1ccc(OCC(O)CN2CCc3ccccc3C2)cc1 (stereo unspecified)
Assay by compound	25	26	27	28	29	30	31	32
PfHsp90 set2	-2	18	14	-23	-1	5	-3	-14
CAL PDZ inh	0.5	0.3	-1.2	0.0	-0.8	-2.8	-1.0	-1.6
PvdQ acylase	-11	-3	-1	1	8	-10	-19	-11
E coli growth	-2.0	-1.1	/	0.8	2.3	-0.4	3.6	0.3
AddAB inh	-0.9	3.2	/	1.4	0.8	3.6	-1.4	2.6
phage Ecoli inh	3.8	2.7	4.5	0.8	-1.9	4.6	2.1	3.6
Wnt act	4	/	-2	-6	2	-1	-3	0
Rtt109 Vps75	-4	4	7	-2	-4	-1	8	4
DAGLB inh	0	4	2	-1	-1	-2	-3	-1
Tat transport	-11	3	-1	-5	-3	0	?	4

Among those listed so far, 7 have sulfur:
4) CCNC(=O)NC(=O)CSc1nnc(-c2c[nH]c3ccccc23)o1
8) CCc1ccc(OCC(=O)NC(NC(=S)Nc2ccc(Cl)cc2)C(Cl)(Cl)Cl)cc1 (stereo unspecified)
11) O=C(CSc1ncccc1C(=O)O)c1ccccc1F
15) COC(=O)[C@H](CCSC)NC(=O)[C@@H](Cc1cnc[nH]1)NC(=O)OCc1ccccc1
16) CCOc1ccc2nc(NC(NC(=O)CC)(C(=O)OC)C(F)(F)F)sc2c1 (stereo unspecified)
19) Cc1cccc(NC(=S)NC(=O)c2ccco2)n1
28) COc1ccc(NS(=O)(=O)c2ccc(C)c(C(=O)N(C)CCc3ccc(OC)c(OC)c3)c2)cc1
Assay by compound	4	8	11	15	16	19	28
PfHsp90 set2	9	-7	14	-5	/	18	-23
CAL PDZ inh	-3.8	0.3	0.2	0.2	/	-0.4	0.0
PvdQ acylase	0	-9	-3	-12	-14	-4	1
E coli growth	-1.3	-0.5	-2.8	-1.0	-2.6	0.5	0.8
AddAB inh	3.0	2.0	-1.4	-2.7	-1.4	3.4	1.4
phage Ecoli inh	1.9	4.7	3.6	0.4	5.1	5.0	0.8
Wnt act	-1	3	-1	-3	/	?	-6
Rtt109 Vps75	51*	-6	-1	1	20	5	-2
DAGLB inh	-1	-3	-2	3	1	0	-1
Tat transport	-5	-6	-2	-10	5	-1	-5

The list goes on:
33) CC1(C)CC(=O)C2=C(C1)N(CC1CCCO1)C(=O)NC2(C(F)(F)F)C(F)(F)F (stereo unspecified)
34) Cc1cccc(C(=O)OCC(=O)Nc2nnc(-c3ccccc3)o2)c1O
35) CCOC(=O)CC1(NC(=O)c2cc(COc3cncc(Cl)c3)on2)CCCCC1
36) CCOP(=O)(c1ccccc1)c1nc(-c2ccc(F)cc2)oc1N1CCCCC1 (stereo unspecified)
37) Cc1ccc(C)n1-c1ccc(N2CCOCC2)c(Br)c1
38) Cc1ccc(-c2nnc(SCC(=O)N/N=C/c3c(C)nn(-c4ccccc4)c3C)n2-c2ccc(C)cc2)cc1
39) N#Cc1ccc(OCC(=O)NC2=NCCS2)cc1
40) CSc1cccc(NC(=O)CCCOc2ccc(Cl)cc2C)c1
Assay by compound	33	34	35	36	37	38	39	40
PfHsp90 set2	24	/	5	4	-2	-3	-7	-16
CAL PDZ inh	-1.7	-2.5	-3.9	-0.3	-0.6	-1.8	0.3	0.3
PvdQ acylase	-16	-12	-1	-4	-9	-1	-12	-3
E coli growth	-0.7	-6.7	-3.9	0.8	0.3	-1.0	2.8	1.8
AddAB inh	0.6	-3.8	3.0	2.7	3.2	3.6	1.9	5.0
phage Ecoli inh	2.0	-3.7	1.5	2.0	1.9	0.1	2.0	0.7
Wnt act	-1	0	-1	-5	/	/	2	2
Rtt109 Vps75	6	-10	3	1	2	5	/	4
DAGLB inh	0	6	-4	-5	6	-1	0	-7
Tat transport	3	1	-1	9	-5	8	-1	-5

41) CCCCNC(=O)COC(=O)CCC(=O)c1ccc(Cl)cc1
42) Cc1onc(-c2c(Cl)cccc2Cl)c1C(=O)Nc1ccc2c(c1)OCCO2
43) CCN(CC)CC1C(=O)N(c2ccc(OC)cc2)C1c1ccccc1 (stereo unspecified)
44) CCOC(=O)C1CCCN(C(=O)CCc2nc3sc4c(c3c(=O)[nH]2)CCCC4)C1 (stereo unspecified)
45) CCc1ccc(-c2cc(C(=O)N/N=C/c3c[nH]c4ccccc34)[nH]n2)cc1
46) O=C(c1ccc(Cl)cc1)c1ccc(Oc2cc(NN3CCCCC3)c([N+](=O)[O-])cc2[N+](=O)[O-])cc1
47) COc1ccc(/C=C(\C#N)C(=O)NCc2ccccc2)cc1O
48) Fc1ccccc1OCCCCN1CCCCC1
Assay by compound	41	42	43	44	45	46	47	48
PfHsp90 set2	/	17	6	/	35	-24	-47	5
CAL PDZ inh	0.3	-2.3	-0.1	-0.6	-0.2	-1.8	-3.5	-0.8
PvdQ acylase	7	-3	-11	-18	4	-6	-6	-6
E coli growth	1.1	-0.4	-0.5	2.8	1.6	-0.8	-0.1	2.8
AddAB inh	-0.7	1.1	2.5	2.9	1.2	-0.5	2.1	4.1
phage Ecoli inh	2.6	1.2	4.0	2.8	-2.2	3.4	1.5	-0.5
Wnt act	-3	/	-2	-1	-9	-1	1	-1
Rtt109 Vps75	4	2	-15	-6	13	1	14	1
DAGLB inh	0	-1	-1	0	3	3	4	0
Tat transport	14	5	-2	1	-10	-4	0	-4

49) CCn1c(COc2ccccc2)nnc1SCc1ccc(C#N)cc1
50) O=C(Nc1ccc(Br)cc1)c1cccc(S(=O)(=O)Nc2ccccn2)c1
51) Cc1cc(NC(=O)c2ccc3c(c2)OCCO3)no1
52) O=C(CCl)Nc1cccc(S(=O)(=O)NC2=NCCCCC2)c1
53) CC(=O)Nc1cccc(/C(C)=N/NS(=O)(=O)c2ccccc2)c1
54) Cc1cc(C)n(CC(=O)N2CCCC(N3CCN(Cc4ccc5c(c4)OCO5)CC3)C2)n1 (stereo unspecified)
Assay by compound	49	50	51	52	53	54
PfHsp90 set2	-15	-8	5	-6	9	20
CAL PDZ inh	1.0	-1.8	/	0.4	0.2	-0.6
PvdQ acylase	6	-15	?	10	-1	2
E coli growth	-0.7	0.5	-0.6	0.1	-0.2	0.0
AddAB inh	1.9	5.1	-0.2	1.3	0.3	0.9
phage Ecoli inh	1.7	1.3	/	2.1	4.7	-0.8
Wnt act	/	-1	0	25	0	1
Rtt109 Vps75	-1	-8	-3	5	-2	-1
DAGLB inh	-4	1	3	-3	/	0
Tat transport	-1	-7	-3	-15	-6	5
